# Screens as filed in PubChem BioAssay.
# M1 antag = antagonists of human M1 muscarinic receptor. P11229. CHO-K1 hM1, Fluo-8 calcium fluorescence, ACh EC80 antagonist. inhibition, % at 3 µM. 360,000 tested, 1.3% active. AID 588852;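 active = percent inhibition above its own plate's cutoff, namely the mean of that plate's compound wells plus 3 SD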;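 also: peak over basal fluorescence ratio during 140 s after agonist addition; 0% = ACh EC80 plus DMSO and 100% = DMSO alone without agonist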
# CHO-K1 Ca ag = M1 agonist counterscreen hit in parental CHO-K1 cells | AID 602248 | Fluo-8 calcium fluorescence; scaled to maximal ATP response, vehicle zero | 360,000 tested, 0.48% active | activation, % at 3 µM; in the data active = activation above about 15%;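 also: untransfected CHO-K1 host cells lacking M1 receptor as counterscreen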
# TAAR1 agonist = human TAAR1 agonism. Q96RJ0. CHO RD-HGA16 TAAR1, Fluo-8 calcium fluorescence; vehicle wells 0%, saturating PEA agonist 100%. activation, % at 3 µM. 360,000 tested, 0.99% active;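 active = activation above the mean activation of all test compounds in the run plus 3 SD, cut at about 38% in these data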
# Target sequence (Q96RJ0 whole entry, looked up): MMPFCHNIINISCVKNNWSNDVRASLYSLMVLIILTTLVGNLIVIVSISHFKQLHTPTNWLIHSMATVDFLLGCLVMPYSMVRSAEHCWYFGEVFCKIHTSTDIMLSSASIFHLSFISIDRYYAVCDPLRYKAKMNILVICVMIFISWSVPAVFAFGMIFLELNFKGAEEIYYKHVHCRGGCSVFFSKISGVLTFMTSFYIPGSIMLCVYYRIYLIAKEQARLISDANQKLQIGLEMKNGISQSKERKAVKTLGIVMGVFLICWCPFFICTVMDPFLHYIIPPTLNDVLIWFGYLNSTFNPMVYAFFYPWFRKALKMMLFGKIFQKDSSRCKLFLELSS
#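 Test system: RD-HGA16 (CHO) cells co-expressing Gα16 and hTAAR1 / Benchmarks: DMSO vehicle as 0%, PEA at EC100 as 100% / Repeats: no replicates (n 1) / Measure: % activation from peak over basal fluorescence ratio, DMSO-to-PEA scaled / Timing: 17-24 h plating, Fluo-8 75 min 37 °C, 30 min RT / Technique: kinetic Fluo-8 calcium fluorescence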
# CHO-K1 Ca PAM = M1 PAM counterscreen hit in parental CHO-K1 cells. ATP EC20, Fluo-8 calcium fluorescence; 0% at ATP EC20, 100% at ATP max. activation, % at 3 µM. 360,000 tested, 0.02% active;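 active = activation above the run cutoff, the mean activation of all test compounds plus 3 SD, cut at about 40% in these data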;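 also: peak over basal fluorescence ratio in a 140 s read after ATP addition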
# TAAR1 antagonist = human TAAR1 antagonism. inhibition, % at 3 µM. Q96RJ0. AID 624466. CHO RD-HGA16 TAAR1, Fluo-8 calcium fluorescence, antagonist. 360,000 tested, 1.5% active;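 active = inhibition above a per-plate cutoff, the mean inhibition of test compounds on that plate plus 3 SD, cut at about 49% in these data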;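 also: 0% = DMSO plus EC80 beta-PEA response and 100% = DMSO alone without agonist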
#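 Assay system: RD-HGA16 CHO cells with stable hTAAR1 and Gα16 / Reagent: EC80 β-phenethylamine stimulus / Doses: 3 µM, single point / Timing: dye loading 75 min at 37 °C, then 30 min room temperature / Measured by: Fluo-8 intracellular calcium dye fluorescence, real-time kinetic reads / Controls: vehicle wells and EC80 agonist wells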
# CHO-K1 Ca antag = counter-screen for M1 antagonists: effect in parental CHO-K1 cells. inhibition, % at 3 µM. 360,000 tested, 0.6% active. ATP-induced calcium, Fluo-8 fluorescence. AID 602250;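 active = inhibition above a per-plate cutoff, the plate's mean sample inhibition plus 3 SD, cut at about 24% in these data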;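 also: 0% = DMSO plus EC80 ATP and 100% = DMSO alone without ATP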
# OXTR potentiate = potentiates the human oxytocin receptor response; 320,000 tested, 0.061% active; activation, % at 3 µM; CHO-OTR cells, Fluo-8 calcium fluorescence, potentiator mode; 0% = oxytocin EC15, 100% = EC100; AID 2445; P30559;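 active = activation above that plate's cutoff, the mean activation of tested compounds plus 3 SD, cut at about 6.6% in these data, passing the limit was not always enough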;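 also: 100% uses oxytocin at 75 nM as the full agonist control; some results filed as inactive read as strong as hits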
# Target sequence (P30559 whole entry, looked up): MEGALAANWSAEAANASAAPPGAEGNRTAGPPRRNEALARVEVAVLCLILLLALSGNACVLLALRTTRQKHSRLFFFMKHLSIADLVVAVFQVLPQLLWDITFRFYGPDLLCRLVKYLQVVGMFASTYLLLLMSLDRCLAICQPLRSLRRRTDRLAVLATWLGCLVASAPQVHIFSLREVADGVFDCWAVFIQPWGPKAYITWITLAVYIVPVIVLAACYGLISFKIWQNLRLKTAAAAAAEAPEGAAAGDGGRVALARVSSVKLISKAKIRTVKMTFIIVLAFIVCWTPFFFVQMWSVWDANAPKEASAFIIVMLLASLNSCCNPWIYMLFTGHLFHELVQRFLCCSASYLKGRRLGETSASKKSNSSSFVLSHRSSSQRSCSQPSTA
#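 Dosing: Single dose, 3.0 µM nominal final compound concentration | Material: Human OTR in CHO cells | Technique: Kinetic Fluo-8 calcium fluorescence | Benchmarks: EC15 oxytocin alone as 0%, 75 nM oxytocin as 100% | Probe or stimulus: Oxytocin at about EC15, sub-maximal agonist stimulus | Incubation: Compound 6 min at room temperature before oxytocin, 100 s read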
# M1 ag = activates human CHRM1 receptor. P11229. CHO-K1 hM1, Fluo-8 calcium fluorescence, agonist mode; 0% DMSO, 100% acetylcholine EC100. activation, % at 3 µM. 360,000 tested, 0.33% active;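 active = activation above the run's mean compound activation plus 3 SD, cut at about 16% in these data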;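 also: peak over basal fluorescence ratio within a 140 s kinetic read after compound addition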
# CHO parental Ca = signal in parental CHO cells, OX1R antagonist counter-screen; parental CHO-K1, ATP-induced calcium, Fluo-8 fluorescence; inhibition, % at 5.6 µM; 330,000 tested, 0.63% active;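 active = inhibition above that plate's mean sample inhibition plus 3 SD, cut at about 26% in these data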;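 also: 0% = ATP-challenged DMSO wells and 100% = DMSO wells without ATP; some compounds past the cut are filed as inactive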
#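 Material – parental CHO cells · Reagent – ATP stimulus · Compound – single nominal dose of 5.6 µM per compound · Detection – Fluo-8 fluorescence · Read-out basis – percent inhibition of calcium signal · Controls – ATP-challenged DMSO wells low, unchallenged DMSO wells high · Repeats – no replicates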
# An asterisk follows results filed as active; . = no result given. The order is random; 4.2% or so of the library scored in one or more.
SMILES,M1 antag,CHO-K1 Ca ag,TAAR1 agonist,CHO-K1 Ca PAM,TAAR1 antagonist,CHO-K1 Ca antag,OXTR potentiate,M1 ag,CHO parental Ca
CCc1nc2c(OCc3ccc(C(F)(F)F)cc3)cccn2c1N(C=O)Cc1ccc(OC)cc1,8,1.2,0,11,-4,-3,.,-8,.
CCC(C(=O)O)P(=O)(c1ccc(Cl)cc1)c1ccc(Cl)cc1 (stereo not given),-1,0.7,8,20,8,-7,-14,-11,-10
Cn1c(N)c(C(=O)c2cc(-c3ccccn3)nc3ccccc23)c(=O)[nH]c1=O,-7,0.7,-1,19,-2,-13,.,-1,.
COc1cc([N+](=O)[O-])ccc1NC(=O)/C=C/C(=O)O,-7,0.4,0,2,10,-14,-2,-8,-6
CC(Sc1nnnn1C)C(=O)Nc1nc(-c2ccc(F)c(F)c2)cs1 (stereo not given),11,9.1,11,-13,38,-6,-9,1,8
C=C(C)C1CC=C(C)/C(=N\NC(=S)Nc2ccc(C)cc2)C1 (stereo not given),-3,-0.4,-2,6,-44,6,-6,-8,-11
Cc1ccc(-c2ccc(SCC(=O)Nc3cc(C)on3)nn2)cc1,0,-1.2,-2,-16,-54,3,-24,-4,-22
CCCn1c(SC2C(=O)CC(C)(C)CC2=O)nc2c1c(=O)n(C)c(=O)n2C,-19,0.7,13,4,1,-16,-4,-2,7
Cc1oc(C(C)(C)C)cc1C(N)=O,-13,0.7,1,7,3,-11,-1,-1,-5
C[C@@H]1CN([C@H](C)CO)C(=O)Cc2cc(NS(=O)(=O)c3ccc(F)cc3)ccc2O[C@H]1CN(C)Cc1ccc(C(=O)O)cc1,-10,-0.1,14,5,-9,-15,-2,-4,-4
C=CCSc1nnc2nc3c(nn12)c1cc(C)ccc1n3CC=C,-12,-0.5,3,15,-9,-9,-12,-7,-20
O=C(CCSc1ccc(Cl)cc1)NCc1ccncc1,-2,1.1,-1,7,-26,-15,-7,-8,-10
Cc1cc(C)n2c(SCC(=O)NC3CCCCC3)nnc2n1,-2,-0.1,0,-11,-10,1,-10,-6,-7
Cc1cc(S(=O)(=O)N2CCOCC2)c(C)s1,-3,0.5,0,-11,-2,-2,1,-1,4
CCC(C)NC(=O)CN(C)S(=O)(=O)c1ccc2c(c1)c(=O)n(C)c(=O)n2C (stereo not given),0,2.6,1,7,-14,-2,-7,-12,3
CC(C)C(NS(=O)(=O)c1cccc(C(F)(F)F)c1)C(=O)N1CCc2ccccc2C1 (stereo not given),-4,3.0,-1,17,-38,-23,-10,-6,-35
Cc1ccc(C)c(OCC(=O)Nc2cc(NC(=O)COc3cc(C)ccc3C)cc(C(=O)O)c2)c1,-2,0.9,5,-2,-12,-7,-1,-10,1
C/C(O)=C(\N=Nc1cc(C)ccc1O)C(N)=O,-3,3.8,-1,30,8,-20,5,-2,-1
O=c1[nH]nc(Cc2ccccn2)c2ccccc12,-11,0.3,2,8,17,-6,-1,-7,-1
CCC1CCCCN1CCCNC(=O)c1ccc2c(c1)N(Cc1c(F)cccc1Cl)C(=O)CS2 (stereo not given),100*,0.4,5,-10,-20,-14,-1,-5,-19
CCOC(=O)c1c(C)[nH]c(C(=O)COC(=O)CCS(=O)(=O)c2ccc(C)cc2)c1C,-11,5.6,3,19,-1,-3,-16,-2,-3
O=C(Cn1c2ccccc2c2nc3n(c(=O)c21)CCCS3)Nc1ccccc1,-6,0.0,0,-12,-28,2,-3,-3,-22
Cc1ccc(CNC(=S)NC2CCC(C(C)(C)C)CC2)cc1 (stereo not given),-6,0.8,0,12,6,-13,.,-3,.
Cc1cc(C(=O)N2CCCC(N3CCN(c4cccc(Cl)c4)CC3)C2)n(C)n1 (stereo not given),0,0.4,2,2,-22,-6,.,-4,.
CCOC(=O)CN1C(=O)N[C@@H](CCc2ccccc2)[C@H](C(C)=O)[C@H]1C,14,0.4,3,-12,1,4,0,-1,-8
CCN(CC)c1ccc(-n2c(O)c(C=C3N=c4ccccc4=N3)sc2=S)cc1,-4,0.4,1,19,-7,-10,-4,-4,9
CC1=NNC(=O)C1CC(=O)N/N=C/c1cccs1 (stereo not given),-19,0.4,0,8,0,-9,-4,0,-9
Cc1cccn2c(=O)c(C=O)c(NCc3ccccc3)nc12,-9,4.8,-1,19,-17,-11,-2,-2,-33
CCOc1ccc(-n2c(SCC(=O)Nc3ccccc3CC)nc3n[nH]c(C)c3c2=N)cc1,.,.,0,.,-12,.,-17,.,-13
CCC(=O)NC(c1ccccc1OC)c1ccc2cccnc2c1O (stereo not given),-14,0.3,.,17,.,-9,-2,-7,-13
COc1ccccc1Nc1nc(Cl)nc(NC(C)(C)C)n1,-1,-0.8,-2,15,-4,-18,-8,-7,-24
CC(C(=O)N(C)C1CCS(=O)(=O)C1)N1C(=O)/C(=C/c2ccc(F)cc2)SC1=S (stereo not given),9,14,2,-2,-27,-10,-13,3,-7
CCOC(=O)C1(CC)CC(CSc2nc3ccccc3[nH]2)OC1=O (stereo not given),-15,2.3,4,14,1,-5,-4,-2,-20
N/C(=N\OS(=O)(=O)c1ccc2ccccc2c1)c1ccccn1,7,-0.3,1,7,-25,0,.,-5,.
CC(=O)C[C@@H](O)CC(=O)[C@@H]1OC(=O)CCCCCc2ccccc21,1,0.0,0,-9,-6,1,-1,-2,-11
Cc1cc(NC(=O)CSc2nnc(Nc3ccccc3F)s2)no1,-11,0.9,4,23,4,-18,-4,-4,16
O=C(N/N=C/c1ccc2ncccc2c1)c1cc(-c2cccs2)nc2ccccc12,-6,0.3,3,6,57*,-10,2,-3,-18
Cc1cccc(C(C)(C)C)c1OCCOCCN1CCCC1,-16,0.9,1,1,-20,5,-3,-5,-8
COc1ccc(NC(=O)c2csc(Cc3ccc(Cl)cc3)n2)cc1,18,0.3,2,-12,-15,6,-13,0,-19
COc1ccc2cc(C(=O)C3CCCN(C(=O)Cc4c(C)noc4C)C3)ccc2c1 (stereo not given),-10,3.8,-1,17,-40,-12,-1,-4,-23
Cc1ccccc1C(=O)Oc1cccc(Nc2ncnc3ccccc23)c1,7,8.3,15,2,53*,18,-21,3,61*
O=C(CCN1CCN(Cc2ccccc2)CC1)NNC(=O)Nc1cccc(Cl)c1,4,0.4,7,11,-3,2,-8,2,-4
CCCCS(=O)(=O)NC1=NCN(CC)CN1,-24,0.8,0,18,-8,-21,-5,-3,-3
Cc1cccn2c(=O)c3cc(C#N)c(=N)n(CCN4CCOCC4)c3nc12,-1,0.8,.,20,.,-11,.,-5,.
CC1CCCC(NC(=O)COC(=O)c2cc3ccccc3oc2=O)C1C (stereo not given),-3,0.1,1,11,-21,-10,2,-3,-16
C/C(=N\NC(=O)c1ccc([N+](=O)[O-])cc1Cl)c1ccccc1,-5,-0.1,-1,16,6,-13,-10,-8,-6
Cc1ccc(S(=O)(=O)NNC(=O)CCC(=O)Nc2ccc(C)c(C)c2)cc1,-2,-0.2,5,15,1,-8,-15,-2,-19
Cc1cc(C(=O)NCc2ccccc2F)cs1,-1,-0.3,12,9,8,-8,-2,-4,-2
CN(C)S(=O)(=O)c1ccc(C(=O)OCC2CC2(Cl)Cl)cc1 (stereo not given),8,4.7,-1,-20,26,-6,-12,-3,2
COc1ccc(Cl)cc1NC(=O)C1CC(=O)N(C2CCCCC2)C1 (stereo not given),4,1.8,2,-5,9,5,-2,-1,-2

# The list continues.
SMILES,M1 antag,CHO-K1 Ca ag,TAAR1 agonist,CHO-K1 Ca PAM,TAAR1 antagonist,CHO-K1 Ca antag,OXTR potentiate,M1 ag,CHO parental Ca
c1cc(-c2nnc3sc(C4CCCCC4)nn23)ccn1,-10,0.7,4,10,2,-1,4,-4,0
Clc1cc(Br)ccc1OCCOCCOc1cccc2cccnc12,2,0.8,15,25,-3,-18,-4,-4,-36
CC1(C)CC(=O)c2c(O)cc(O)cc2O1,-2,0.2,1,-2,-7,-10,0,-6,-6
CN(C(=O)c1ccc(S(=O)(=O)N(C)C)cc1)c1ccc2ccccc2c1,-2,6.3,5,14,-7,-12,-6,-2,-6
O=C(CSc1ccccc1C(=O)O)c1ccc(Cl)cc1,-7,-0.3,4,1,-8,8,-12,-3,-1
O=S(=O)(Oc1ccccc1N1CCCCC1)c1ccccc1,-6,0.6,4,30,-48,-25,-8,-6,-29
CC(=O)c1ccc(OCCCC(=O)N2CCN(S(=O)(=O)c3ccc(C(C)C)cc3)CC2)cc1,17,12,6,-13,4,-3,-15,2,-1
CN(C)C(=O)CSc1ccc(S(=O)(=O)N2CCOCC2)cn1,-1,1.0,0,10,-9,-18,-9,-2,-7
Nc1nc(SCC(=O)N2CCc3ccccc32)[nH]c(=O)c1-c1ccccc1,-6,2.2,5,-2,4,-15,1,-6,-16
CCOC(=O)CC1COCCN1C(=O)c1cc(COc2ccccc2SC)on1 (stereo not given),-3,2.2,1,8,-12,-11,.,-3,.
O=S(Cc1ccc(Br)cc1)Cc1nnc(SCc2ccc(Br)cc2)n1-c1ccccc1 (stereo not given),4,-0.6,3,-5,-18,6,-4,-7,-13
CCOc1ccc(C(=S)N2CCOCC2)cc1OC,-9,0.2,-2,14,-16,-4,-10,-2,-12
C[C@@H]1CC[C@]2(O[C@@H](CCO)C[C@H](O)[C@H]2O)O1,-14,1.2,1,15,3,-10,-1,-2,2
COc1cccc(-n2nnc3c(=O)n(CC(=O)NCC4CCCO4)cnc32)c1 (stereo not given),-8,1.4,1,22,-15,-6,-6,-5,-13
C[C@@H]1CN(S(=O)(=O)c2ccc3c(c2)OCCO3)CCN1S(=O)(=O)c1c(F)cccc1F,-13,-1.0,0,-3,8,-12,-3,-4,-9
